WT yeast gro inh – growth inhibition of WT yeast, mitochondrial fusion screen | mitochondrial fusion phenotypic screen, WT strain | inhibition, % at 10 µM | actives 2.1% (n = 190,000); in the data active = inhibition above about 58%; tested in S. cerevisiae
K1F lysis inhibition – inhibition of K1F phage lysis, E. coli UTI89, bacterial capsule biogenesis inhibitors, alamar blue (AID 488966) | E. coli UTI89 K1F phage lysis, alamar blue, 2 h; higher % means a stronger effect | inhibition, % at 100 µM; hits with a dose series show IC50 in µM | actives 0.02% (n = 340,000);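 active = phage lysis inhibition, versus mean bacterial control, above a set limit; inconclusive = no clear call, values can overlap the other calls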;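 note: capsule biogenesis inhibitors block K1F phage lysis so surviving cells raise fluorescence; higher fluorescence means more inhibition of phage lysis; actives were called in the ten point dose series up to 300 µM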
Dengue-2 NS5 capping – flavivirus cap methylation enzyme inhibition – biochemical, confirmation dose response, primary screen (AID 588689); Dengue-2 NS5 methyltransferase capping enzyme assay, biochemical; higher % means a stronger effect; actives 0.3% (n = 340,000); one-dose inhibition, % at 25 µM; IC50 in µM for titrated hits; in the data active = a potency from the dose series; inconclusive = inhibition above about 29% without an active follow-up result
NTR1 agonist – agonists of NTR1, primary screen, imaging, U2OS cells, beta-arrestin-GFP, high content (AID 493036) | activation, % at 20 µM | actives 0.17% (n = 330,000) | P30989 | NTR1-U2OS beta-arrestin-GFP spot imaging, agonist mode;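 active = activation at or above 40% of the spot to cytoplasm intensity ratio, with at least 20 cells analyzed; inconclusive = wells under 20 cells, flagged as cytotoxic or low count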;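 note: 0% = DMSO without peptide and 100% = 100 nM NTR1 peptide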
Target sequence (P30989 whole entry, looked up): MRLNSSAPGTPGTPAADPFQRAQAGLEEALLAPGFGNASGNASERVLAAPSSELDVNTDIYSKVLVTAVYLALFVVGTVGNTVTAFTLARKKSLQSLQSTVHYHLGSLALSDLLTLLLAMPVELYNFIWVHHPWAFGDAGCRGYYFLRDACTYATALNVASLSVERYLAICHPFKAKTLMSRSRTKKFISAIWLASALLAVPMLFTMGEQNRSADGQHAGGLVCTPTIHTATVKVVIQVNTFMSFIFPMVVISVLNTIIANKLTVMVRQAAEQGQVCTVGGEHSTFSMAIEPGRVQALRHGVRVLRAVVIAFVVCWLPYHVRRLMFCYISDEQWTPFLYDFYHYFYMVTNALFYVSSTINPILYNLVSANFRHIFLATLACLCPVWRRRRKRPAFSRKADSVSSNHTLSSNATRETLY
Autophagy mod – modulators of autophagy; MEF GFP-LC3 puncta imaging; test concentration mostly 10 µM; calls only at 10 µM (by protocol); actives 0.98% (n = 190,000); AID 463193;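 active = percentage of spot-positive cells more than 3 SD above its plate mean, without a fluorescence outlier flag or 80% toxicity; inconclusive = no clear call, values can overlap the other calls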;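 note: spot-positive cell cutoff set from DMSO-treated cells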
AID2073 – inhibitors of Mint1-CaV2.2 protein interaction, biochemical, HTRF (AID 2073). inhibition, % at 20 µM; hits with a dose series show IC50 in µM. HTRF protein-protein interaction, Mint1-CaV2.2; higher % means a stronger effect. actives 0.19% (n = 290,000); in the data active = inhibition mostly above about 51%, no sharp cut-off; inconclusive = no clear call, values can overlap the other calls; inactive = mostly below about 53%; note: some results filed as inactive read as strong as hits
RSV antiviral HEp-2 – RSV antiviral activity via CPE protection, HEp-2 cells, primary 10 µM value included (AID 2391) | CPE inhibition, % at 10 µM, or IC50 in µM where a hit was titrated | actives 0.13% (n = 310,000) | HEp-2 cells, RSV-induced CPE inhibition; higher % means a stronger effect; in the data active = a potency from the dose series; inconclusive = CPE inhibition mostly from about 23% at the one dose, without a potency; inactive = the rest, 99 in 100 with CPE inhibition below about 21%; note: strong numbers were not always called active
GPR35 arrestin U2OS – inhibition of zaprinast-stimulated GPR35 beta-arrestin translocation – imaging, U2OS, beta-arrestin-GFP, zaprinast agonist, primary screen (AID 2058); U2OS GPR35 beta-arrestin-GFP translocation imaging, zaprinast antagonism; higher % means a stronger effect; one-dose inhibition, % at 10 µM; IC50 in µM for titrated hits; actives 0.052% (n = 290,000);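 active = inhibition of at least 50% with at least 30 cells and total cytoplasm GFP at most 10,000,000; inconclusive = under 30 cells or total GFP of 10,000,000 plus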
LYP phosphatase – PTPN22 lymphoid phosphatase activity blockers – biochemical, fluorescence intensity, uHTS (AID 1779) | actives 0.054% (n = 290,000) | inhibition, % at 11.5 µM; hits with a dose series show IC50 in µM | recombinant LYP phosphatase, fluorescence intensity; higher % means a stronger effect; in the data active = inhibition above about 50%;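 note: plate controls were vehicle with enzyme for no effect and no enzyme for full effect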
WT yeast gro inh mutant strain – further read-out of WT yeast gro inh, marked with its call; inhibition, %; mitochondrial fusion phenotypic screen, mutant strain inhibition
Autophagy mod cell loss 18 h – further read-out of Autophagy mod, marked with its call; toxicity, %; measured here: cell loss, nuclei count;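 cell loss after 18 h compound exposure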
NTR1 agonist cell count 20 µM – recorded beside NTR1 agonist, whose call it bears; cell count; measured here: cell count, cytotoxicity flag
Dengue-2 NS5 capping pilot replicate – further read-out of Dengue-2 NS5 capping, marked with its call; inhibition, %; measured here: pilot screen replicate inhibition
Starred values were filed as active, the others as inactive; i = inactive; ? = inconclusive; / = not tested or not shown; [ ] = dose if it differs, or a comment.

SMILES	WT yeast gro inh	WT yeast gro inh mutant strain	K1F lysis inhibition	Dengue-2 NS5 capping	NTR1 agonist	NTR1 agonist cell count 20 µM	Autophagy mod	Autophagy mod cell loss 18 h	AID2073	RSV antiviral HEp-2	GPR35 arrestin U2OS	LYP phosphatase	others
CCCCn1c(N)c(N(CCC(C)C)C(=O)CSc2nnc(Nc3ccccc3)s2)c(=O)[nH]c1=O	8	-12	10%	-6%	2.3	65	i	18	11%	0.3%	0%	3%
COc1ccc([N+](=O)[O-])cc1NC(=O)CCN1CCN(c2ccccc2OC)CC1	-2	-2	1.9%	-4%	0.7	53	i	9	-4%	0.9%	0%	2%
COc1ccccc1NC(=O)Cn1nnc(-c2ccccc2NC(=O)c2cccs2)n1	11	-6	0.8%	-4%	3.1	53	i	3	14%	-2.0%	12%	2%
O=C(CCc1c[nH]c2ccccc12)NC(Cc1c[nH]c2ccccc12)C(=O)O (stereo not given)	/	/	0.4%	-2%	0.8	93	/	/	8%	0.5%	-10%	-9%
CN(C)S(=O)(=O)c1ccc(C(=O)OCC(=O)NCc2ccco2)cc1	5	6	2.6%	2%	-0.6	52	i	10	13%	-0.1%	17%	-6%
COc1ccc(C(=O)On2c(-c3ccc(Br)cc3)nc3ccccc3c2=O)cc1	24	-10	0.1%	-6%	0.3	87	i	-6	?	11%	-5%	-2%
Nc1ccc(SCc2nc3cccc4c3n2CCC4)cc1	/	/	0.1%	5%	-0.7	89	/	/	2%	-0.1%	21%	-5%
CC1CN(c2ccc([N+](=O)[O-])c(NCCOc3ccccc3)c2)CC(C)N1 (stereo not given)	/	/	0.5%	4%	-0.1	56	/	/	-4%	-2.1%	-2%	-16%
Cc1nc2nc(SCC(=O)NCCN3CCOCC3)nn2c(C)c1Cc1ccccc1	15	12	0.4%	-6%	-0.8	92	i	-7	-3%	-1.0%	5%	-9%
CC(=O)Oc1ccc(-c2nc3ccccc3c(=O)o2)cc1	/	/	-0.6%	-4%	-0.8	56	/	/	12%	1.7%	22%	-4%	Dengue-2 NS5 capping pilot replicate=1.2
COc1ccc(CCNC(=O)CC(Cc2ccccc2)C(=O)O)cc1OC (stereo not given)	/	/	1.3%[50 µM]	0%	-0.1	95	/	/	12%	1.3%	-11%	-5%
COc1ccc(C(=O)c2cc(C(C)=O)c(Nc3ccccc3)s2)cc1	-8	8	1.3%	0%	12	48	i	-13	3%	11%	11%	-3%
O=C(Cc1n[nH]c(=O)[nH]c1=O)N/N=C/c1ccccc1O	-2	3	3.0%	-1%	-0.4	51	i	-33	4%	0.9%	-10%	-6%
CC1(C)OC(=O)N2CCc3ccccc3C21C (stereo not given)	-15	-18	3.0%	-6%	0.0	71	i	34	-2%	2.4%	-13%	-8%
Cc1ccc(OCCC(=O)OCC(=O)Nc2cc(S(=O)(=O)N(C)C)ccc2C)cc1	-4	10	0.3%	-7%	1.0	46	i	-10	-12%	0.8%	3%	1%
CC1CCC(NC(=O)c2cc3c(=O)n(C)c4ccccc4c3n2C)CC1 (stereo not given)	7	-4	7.6%	1%	11	43	i	-9	3%	1.1%	2%	-5%
CCN1CCN(c2ccc([N+](=O)[O-])cc2S(=O)(=O)N2CCOCC2)CC1	-10	12	-1.3%	-6%	1.6	52	i	-2	3%	1.4%	4%	0%
COC(=O)c1c(NC(=O)CN2C(=O)C(=O)N(CC(C)C)C2=O)sc(C)c1C	/	/	0.7%[50 µM]	-2%	2.2	61	/	/	1%	3.3%	-6%	-4%
Fc1cccc(CNCc2ccc3c(c2)OCO3)c1	/	/	0.4%	-3%	2.5	50	/	/	1%	0.0%	2%	-7%	Dengue-2 NS5 capping pilot replicate=-1.8
OC(Cc1ccncc1)(c1ccccc1)c1ccccc1	/	/	0.7%	3%	1.9	95	/	/	/	0.5%	/	/
Cc1ccc(NC(=O)c2cccc(NC(=O)/C=C/c3ccco3)c2)cc1C	33	-4	1.2%[50 µM]	-9%	2.4	52	i	8	-4%	13%	1%	4%
c1ccc(-c2nc(-c3ccncc3)no2)cc1	5	10	4.3%	-5%	3.5	62	i	4	15%	5.7%	-4%	-5%
Cc1c(/C=N/n2cnnc2)c2ccccc2n1C	8	-3	0.7%	1%	-2.0	81	i	5	7%	12%	0%	6%
CN(C)CCNc1nc2sc3c(c2c(=O)n1-c1ccc(F)cc1)CCCCC3	/	/	1.0%	-2%	0.6	27	/	/	-38%	/	5%	-5%
CCc1cccc2c(C(=O)CN3C(=O)C(=O)N(C4CCCC4)C3=O)c[nH]c12	/	/	-0.6%[50 µM]	-5%	-0.9	54	/	/	/	11%	/	/
CS(=O)(=O)Nc1cccc(C2=NN(C(=O)c3ccccc3)C(c3cccs3)C2)c1 (stereo not given)	/	/	-1.0%[50 µM]	-3%	0.9	52	/	/	2%	3.9%	-2%	0%
COc1ccccc1C(=O)Nc1ccccc1SC	41	-7	3.4%	0%	2.2	64	i	-3	0%	7.4%	-13%	2%
Cc1cccc(-c2nc(=S)c3c(o2)CCCC3)c1	/	/	1.7%	-1%	1.2	81	i	1	-30%	2.6%	-1%	-1%
CC(C)c1ccc(C(=O)NNC(=O)C2CC=CCC2C(=O)O)cc1 (stereo not given)	2	7	8.2%	-5%	-0.3	39	i	-9	0%	0.7%	11%	1%
CC(Oc1ccccc1)C(=O)Nc1ccccc1F (stereo not given)	-2	-18	3.6%	-1%	-0.6	55	i	24	-15%	2.0%	-3%	-3%
CCOc1ccc(N(CC(=O)NCCOc2ccccc2OC)S(=O)(=O)c2ccccc2)cc1	/	/	-0.1%	-6%	2.1	70	/	/	3%	3.5%	-3%	-4%
Cc1ccc2c(c1)N(CC(=O)NCCC1=CCCCC1)C(=O)c1cccnc1O2	/	/	-3.4%	8%	2.9	59	/	/	10%	1.7%	4%	-8%
Cc1cc(C)c2c(=O)[nH]cnc2n1	0	1	0.5%	-8%	-0.4	90	i	8	4%	-0.2%	2%	-1%
O=C(c1ccc2c(=O)n3c(nc2c1)CCC3)N1CCN(S(=O)(=O)c2cccc(F)c2)CC1	/	/	1.6%[50 µM]	-7%	-0.2	61	/	/	/	-1.5%	/	/
CCc1ccc(OCCSc2nc3ccccc3n2CC(=O)O)cc1	/	/	0.2%	-5%	1.4	50	/	/	16%	0.6%	17%	-6%
COc1ccc(CCN(C)CC(O)COc2ccc(C(C)=O)cc2OC)cc1OC (stereo not given)	/	/	-0.2%	-5%	0.9	43	/	/	0%	-0.7%	-2%	-6%
O=C(COC(=O)c1ccc(Cl)cc1O)NC(=O)C1CCCCC1	-3	2	-0.2%	-10%	0.7	49	i	7	32%	1.5%	6%	-9%
COc1cc(C(=O)NCCNC(=O)c2cnccn2)cc(OC)c1OC	/	/	0.3%	-1%	-1.3	67	/	/	4%	1.5%	6%	-8%
Cn1cnnc1SCC(=O)n1c2ccccc2c2ccccc21	9	19	0.3%	-1%	1.3	47	i	-7	-5%	2.8%	4%	-13%
CCC(=O)c1ccc(OCC(O)CNC(C)c2ccccc2)cc1 (stereo not given)	9	3	7.0%	-2%	0.4	66	i	9	-2%	-0.5%	-10%	-6%

The closing 3 records of the part before come first, to join the parts:
SMILES	WT yeast gro inh	WT yeast gro inh mutant strain	K1F lysis inhibition	Dengue-2 NS5 capping	NTR1 agonist	NTR1 agonist cell count 20 µM	Autophagy mod	Autophagy mod cell loss 18 h	AID2073	RSV antiviral HEp-2	GPR35 arrestin U2OS	LYP phosphatase	others
COc1cc(C(=O)NCCNC(=O)c2cnccn2)cc(OC)c1OC	/	/	0.3%	-1%	-1.3	67	/	/	4%	1.5%	6%	-8%
Cn1cnnc1SCC(=O)n1c2ccccc2c2ccccc21	9	19	0.3%	-1%	1.3	47	i	-7	-5%	2.8%	4%	-13%
CCC(=O)c1ccc(OCC(O)CNC(C)c2ccccc2)cc1 (stereo not given)	9	3	7.0%	-2%	0.4	66	i	9	-2%	-0.5%	-10%	-6%
CCOC(=O)c1ccc(NC(=S)NCCCN2CCCCC2)cc1	-15	-13	2.8%	-2%	-0.5	60	i	3	-24%	-0.9%	8%	-9%
COCCCNc1nc2c(c(=O)[nH]c(=O)n2C)n1CC(O)COc1ccccc1C (stereo not given)	13	2	0.4%	-4%	0.7	84	i	27	-5%	-0.8%	-10%	-10%
CC(C)NS(=O)(=O)c1ccc(OCC(=O)Nc2cccc(F)c2)cc1	8	3	0.2%	-12%	0.4	47	i	17	-2%	1.9%	-6%	-1%
O=c1[nH]c(=O)n(Cc2ccc(Oc3ccccc3)cc2)cc1Br	/	/	-0.3%	-4%	-0.5	85	/	/	5%	0.9%	2%	-7%
OCCC1CN(Cc2ccccc2-c2ccco2)CCN1Cc1ccsc1 (stereo not given)	6	13	-0.3%[50 µM]	2%	-0.1	61	i	8	21%	-2.6%	12%	-5%

Arranged by length of the SMILES (lowest first): part of the list above
SMILES	WT yeast gro inh	WT yeast gro inh mutant strain	K1F lysis inhibition	Dengue-2 NS5 capping	NTR1 agonist	NTR1 agonist cell count 20 µM	Autophagy mod	Autophagy mod cell loss 18 h	AID2073	RSV antiviral HEp-2	GPR35 arrestin U2OS	LYP phosphatase	others
Cn1cnnc1SCC(=O)n1c2ccccc2c2ccccc21	9	19	0.3%	-1%	1.3	47	i	-7	-5%	2.8%	4%	-13%
CC(=O)Oc1ccc(-c2nc3ccccc3c(=O)o2)cc1	/	/	-0.6%	-4%	-0.8	56	/	/	12%	1.7%	22%	-4%	Dengue-2 NS5 capping pilot replicate=1.2
OCCC1CN(Cc2ccccc2-c2ccco2)CCN1Cc1ccsc1 (stereo not given)	6	13	-0.3%[50 µM]	2%	-0.1	61	i	8	21%	-2.6%	12%	-5%
COc1ccc(C(=O)c2cc(C(C)=O)c(Nc3ccccc3)s2)cc1	-8	8	1.3%	0%	12	48	i	-13	3%	11%	11%	-3%
COc1ccc(C(=O)On2c(-c3ccc(Br)cc3)nc3ccccc3c2=O)cc1	24	-10	0.1%	-6%	0.3	87	i	-6	?	11%	-5%	-2%
COc1ccc([N+](=O)[O-])cc1NC(=O)CCN1CCN(c2ccccc2OC)CC1	-2	-2	1.9%	-4%	0.7	53	i	9	-4%	0.9%	0%	2%
CCCCn1c(N)c(N(CCC(C)C)C(=O)CSc2nnc(Nc3ccccc3)s2)c(=O)[nH]c1=O	8	-12	10%	-6%	2.3	65	i	18	11%	0.3%	0%	3%

Source: PubChem (several laboratories)
